Pf apPOL block: Pf-apPOL DNA polymerase inhibition | Recombinant Pf-apPOL, molecular beacon fluorescence, 1.5 h | inhibition, % at 10 µM | 210,000 tested, 0.25% active
mHTT-CaM PPI inh: inhibitors of human mutant huntingtin-calmodulin interaction; AlphaScreen His-mHTT/GST-CaM binding, luminescence; 190,000 tested, 3.6% active; inhibition, % at 15 µM; P42858;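 note: 0% = both proteins with DMSO and 100% = one protein alone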
The depositor's hits bear a star; . = no result given; & = joins results of further samples. Cut-off read from the data, not from the text of the source: active = inhibition above about 50%; inactive = the rest.

Every second line gives: Pf apPOL block	mHTT-CaM PPI inh
O=C(NCc1ccc(F)cc1)C1CC(=O)N(C2CCCCC2)C1 (stereo not drawn)
→ 0	-5
O=C1Nc2ccccc2Oc2ccc(NS(=O)(=O)c3ccc(Cl)s3)cc21
→ -7	-7
COc1ccc(Br)cc1C1Nc2ccc3ncccc3c2C2=C1C(=O)CC(C)(C)C2 (stereo not drawn)
→ 6	53*
COc1ccc(N2CCN(c3nc(C(=O)N4CCCCCC4)cs3)CC2)cc1
→ -2	27
COc1ccc(N2C(=O)c3ccccc3NC2c2cccc([N+](=O)[O-])c2)cc1 (stereo not drawn)
→ 1	-1
Cc1cccc(C(=O)Nc2ccc(NC(=O)c3ccc(C)c([N+](=O)[O-])c3)cc2)c1
→ -2	-5
O=C1CC(=O)CC(c2ccccc2)C1
→ 6	.
CC(=O)N1CCc2cc(N=Cc3ccc(Cl)cc3)ccc21
→ -31	-2
Cc1ccc(C)c(NC(=O)c2ccc(C(=O)Nc3cc(C)ccc3C)cc2)c1
→ 1	0
CCCCOc1ccc(N2C(=O)CC(NCc3ccncc3)C2=O)cc1 (stereo not drawn)
→ -1	10
COCC(C)NC(=O)c1cc(-c2cccc(OC)c2)on1 (stereo not drawn)
→ -6	0
CCOC(=O)C1Oc2ccccc2C(c2ccc(C)cc2)=C1C(=O)OC (stereo not drawn)
→ -7	-35
Cc1ccc(S(=O)(=O)N2Cc3ccccc3C(C)CC23CCCCC3)cc1 (stereo not drawn)
→ -5	.
O=C(Nc1ccc2c(c1)OCO2)N(CCc1cccs1)Cc1cccnc1
→ -8	-8
CC(C(=O)NC1CCSC1=O)n1nc(-n2cccn2)ccc1=O (stereo not drawn)
→ -6	-12

Compound profiles, from the list above. Screens in order: Pf apPOL block, mHTT-CaM PPI inh
O=C(NCc1ccc(F)cc1)C1CC(=O)N(C2CCCCC2)C1 (stereo not drawn) in the list: 0, -5
COc1ccc(N2CCN(c3nc(C(=O)N4CCCCCC4)cs3)CC2)cc1 in the list: -2, 27
Cc1ccc(C)c(NC(=O)c2ccc(C(=O)Nc3cc(C)ccc3C)cc2)c1 in the list: 1, 0

New compounds follow
Every second line gives: Pf apPOL block	mHTT-CaM PPI inh
Cn1cc(CCC(=O)NCc2ccc(F)cc2)c2ccccc21
→ -24	-2
CC12c3ccccc3C(C)(c3ccccc31)C1C(=O)N(c3ccc(C(=O)O)cc3)C(=O)C12 (stereo not drawn)
→ 2	13
COc1ccccc1C(=O)N1CCC2(CC1)NC(=O)c1cc(Cl)ccc1N2C
→ -4	8
COc1ccc(C(=O)N2CCC3(CC2)NC(=O)c2ccccc2N3C)cc1OC
→ -4	5
O=C(Nc1cc2cccc([N+](=O)[O-])c2oc1=O)c1ccc(-c2ccccc2)cc1
→ 2	0
COc1ccc(C2C3=C(CC(C)(C)CC3=O)Nc3ncnn32)cc1 (stereo not drawn)
→ 1	1
O=C(NCc1csc(C2CCCN(C(=O)c3ccccc3F)C2)n1)C1CC1 (stereo not drawn)
→ -2	10
O=[N+]([O-])c1cccc(-c2ccc(CN3CCN(c4ccccc4)CC3)o2)c1
→ -1	56*
O=C(CN1N=C(c2ccc(Cl)cc2)CCC1=O)N1CCC2(CC1)OCCO2
→ -10	3
C=CCOc1ccc(/C=C/C(=O)c2cccs2)cc1OC
→ 1	-11
Cc1cc(Cl)ccc1N1CCN(C(=O)c2ccc(C(F)(F)F)cc2)C(C)C1=O (stereo not drawn)
→ -3	2
CC1CCCN(C(C(=O)NC2CCCCC2)c2cc3c(cc2[N+](=O)[O-])OCO3)C1 (stereo not drawn)
→ 0	2
O=c1cc(-c2ccccc2)c2cc(Cl)ccc2[nH]1
→ -1	6
CC1CN2C=NC(N3CCN(C(=O)c4ccccc4)CC3)=CC2=N1 (stereo not drawn)
→ -9	0
COc1ccc(N2CCN(C(=O)c3ccc(C)cc3)C(C)C2=O)c(OC)c1 (stereo not drawn)
→ -1	-2

(continued)
Every second line gives: Pf apPOL block	mHTT-CaM PPI inh
Cc1cc(C)nc(Nc2nc(CC(=O)Nc3nc(-c4ccco4)cs3)cs2)n1
→ 70*	83*
CC(C)CCNC(=O)N1CCC(N2CCN(Cc3ccccc3)C2=O)CC1
→ -7	2
Cc1ccc(C(=O)N2CCC(C(=O)NCCc3csc(C)n3)CC2)cc1
→ -3	-5
Cc1nc2cc(N3CCCC(C(=O)NCc4cc(F)ccc4F)C3)cnc2nc1C (stereo not drawn)
→ 0	3
Cc1noc(C)c1NC(=O)NCc1ccc2c(c1)OCO2
→ -3	.
O=C(NCc1ccccc1)C1C2C=CC3(CN(Cc4cccs4)C(=O)C13)O2 (stereo not drawn)
→ -2	4
N#Cc1nc(-c2ccc(Cl)cc2)oc1NCCc1ccccc1
→ 0	1
COC(=O)c1cc(OC)c(OC)cc1NCc1cc(=O)oc2cc(C)c(O)cc12
→ -3	-4
COC(=O)c1sccc1NC(=O)N1CCCC1c1ccc(Cl)cc1 (stereo not drawn)
→ -5	2
Fc1ccc(CCNC2CCN(Cc3ccccc3)CC2)cc1
→ -6	5
CCCCCCN1C[C@H](n2cc(C3CC3)nn2)[C@@H](O)C[C@@H]1c1ccccc1
→ 0	99*
NC(=O)c1ccccc1NC(=O)c1cc(Br)ccc1Cl
→ 1	-2
COc1ccc(-n2nc(C(=O)NCc3ccc(F)cc3)c3ccccc3c2=O)cc1
→ -23	-2
Cc1c(Cl)c(C(F)(F)F)nn1CC(=O)Nc1c(Cl)cccc1Cl
→ -7	2
CNC(=O)c1cc(=O)[nH]c2c(Cl)cccc12
→ -2	-3

3 entries from above, sorted by count of non-hydrogen atoms, falling:
Every second line gives: Pf apPOL block	mHTT-CaM PPI inh
O=C(Nc1ccc2c(c1)OCO2)N(CCc1cccs1)Cc1cccnc1
→ -8	-8
N#Cc1nc(-c2ccc(Cl)cc2)oc1NCCc1ccccc1
→ 0	1
Cc1noc(C)c1NC(=O)NCc1ccc2c(c1)OCO2
→ -3	.

(more compounds)
Every second line gives: Pf apPOL block	mHTT-CaM PPI inh
O=C(NCc1cscn1)C1CCN(S(=O)(=O)c2ccc(C3CCCCC3)cc2)CC1
→ 2	3
COc1ccc(OCC(=O)Nc2cc(-c3nc4ccccc4o3)ccc2C)cc1
→ -3	2
O=C(CSc1nc(-c2ccccc2)c(-c2ccccc2)o1)Nc1nccs1
→ -4	3
CC(C)Oc1c(N2CCOCC2)c(=O)c1=O
→ -4	.
COc1ccc(NC(=O)C(C)N(c2ccccc2)S(C)(=O)=O)cc1Cl (stereo not drawn)
→ -6	0
COc1cccc(NC(=O)N2CCC3(CC2)NC(=O)c2ccc(Cl)cc2N3C)c1
→ -5	-5
COc1ccc(C2=N/C(=C\c3ccccc3OC)C(=O)O2)c(Cl)c1
→ -5	-3
COc1cccc(OC)c1C(=O)Nc1ccc(I)cc1
→ -6	-9
CCC(Sc1nncn1C)C(=O)Nc1nc(-c2ccccc2)cs1 (stereo not drawn)
→ 0	8
COc1cc(C(=O)NCC2COC3(CCCCC3)O2)cc(OC)c1OC (stereo not drawn)
→ -9	0
COc1ccc(C)cc1NCc1ccc(SC)cc1
→ -4	59*
Cc1cc(NC(=O)C2CC(c3ccccc3F)=NO2)no1 (stereo not drawn)
→ -1	-9
O=C(Nc1ccc(-c2ccc([N+](=O)[O-])cc2)cc1)C1CC1
→ -5	-4
O=C(c1ccco1)N1CCC(Cn2c(COc3ccccc3)nc3ccccc32)CC1
→ -13	3
C[N+](C)(C)CCOC(N)=O
→ 0	.

Other structures.
Every second line gives: Pf apPOL block	mHTT-CaM PPI inh
CCC1C(c2ccccc2)=NNc2nc3c(c(=O)n(C)c(=O)n3C)n21 (stereo not drawn)
→ -6	6
O=C(NCc1ccc(N2CCOCC2)cc1)c1cn2c(n1)CCCC2
→ -2	2
CCCOc1nccnc1NC1CCN(C(=O)c2cccnc2)CC1
→ -4	2
C#CCCN([C@H](C(=O)OC)C(C)C)S(=O)(=O)c1ccccc1Br
→ 0	1
COc1ccc(C2SCC(=O)N2c2ccc(F)cc2)cc1 (stereo not drawn)
→ -4	-3
O=C(NCc1cccnc1)C(=O)NCC1OCCN1C(=O)c1ccc(Cl)cc1 (stereo not drawn)
→ 1	2
CCc1ccc(NC(=O)c2ccc(Br)o2)cc1
→ -2	-9
COc1ccc(S(=O)(=O)NC2CCCCCC2)cc1Br
→ -4	-20
COc1ccc(C2C=C(Nc3ccccc3)C(=O)N2c2ccccc2)cc1OC (stereo not drawn)
→ -11	47
O=C(NCCNc1ccc(C(F)(F)F)cc1[N+](=O)[O-])c1cccs1
→ -6	.
C=C(C(=O)O)C1CCC2(C)CCCC(C)(O)C2C1 (stereo not drawn)
→ -14	.
O=c1sc2ccccc2c(NCCCN2CCOCC2)c1[N+](=O)[O-]
→ 4	21
Cn1c(CC2CCN(S(=O)(=O)c3cccnc3)C2)nc2cccnc21 (stereo not drawn)
→ -2	2
Cc1cc(Br)ccc1NC(=O)CS(=O)(=O)c1cccc2nsnc12
→ 1	8
Cc1cccc(C)c1NC(=O)c1cc2n(n1)C(C(F)(F)F)CC(c1ccco1)N2 (stereo not drawn)
→ -5	10

Further entries
Every second line gives: Pf apPOL block	mHTT-CaM PPI inh
Cc1ccc(C2C(=C(O)c3ccc(F)cc3)C(=O)C(=O)N2CCN2CCOCC2)cc1 (stereo not drawn)
→ -2	13
O=C(NCc1ccccc1)c1nnn(-c2ccc(Cl)cc2)c1-c1cccnc1
→ -3	-2
O=C(NCc1ccncc1)C1CCN(c2nc3ccc(-c4cncnc4)nc3s2)CC1
→ -3	0
CC1CN(c2ccc([N+](=O)[O-])cc2Cl)CCN1S(=O)(=O)Cc1ccccc1 (stereo not drawn)
→ -1	7
Cc1cc2c(=O)n(C(C)C(=O)N3CCN(c4cccc(Cl)c4)CC3)ccc2o1 (stereo not drawn)
→ 1	97*
COC(=O)C1CN(Cc2ccccc2)CCS(=O)(=O)N1Cc1ccc(F)cc1 (stereo not drawn)
→ -5	-4
CN(C)Cc1c(O)ccc2c(=O)c(-c3ccccc3)c(C(F)(F)F)oc12
→ -9	1
Cc1cc(NC(=O)CC(C)c2ccccc2)no1 (stereo not drawn)
→ -4	-6
Cc1ccc(NC(=O)C(C#N)C(=S)Nc2ccccc2Cl)c(C)c1 (stereo not drawn)
→ 27	.
Cc1ccc(Cl)cc1NC(=O)CCSc1ccccc1
→ -3	-11
Cc1nn2c([N+](=O)[O-])c(C)[nH][n+]2c1C(=O)Nc1nnc(C(C)C)s1
→ -4	-1
Clc1ccc(Cl)c(-c2ccc(CNC3CC3)o2)c1
→ -2	-26
COc1ccc(C2C(=O)N(C3CCCCC3)CC(=O)N2C2CC2)cc1OC (stereo not drawn)
→ -10	1
COc1ccc(CNc2nc(SCC#N)nc3ccccc23)cc1
→ -5	16
O=Cc1ccc(-c2cc3[nH]c(=O)[nH]c3cc2[N+](=O)[O-])o1
→ -8	14

Later entries.
Every second line gives: Pf apPOL block	mHTT-CaM PPI inh
CC(=O)N1CCc2cc(Br)cc(S(=O)(=O)CCC(=O)Nc3ccc(F)cc3)c21
→ -4	5
N#Cc1sc2nc(-c3cccs3)cc(C(F)(F)F)c2c1N
→ 6	-7
O=C(NCc1cc(F)cc(F)c1)C1CCN(c2cncnc2N2CCOCC2)CC1
→ -1	8
Cc1ccc(NC(=O)c2nc3ccccc3[nH]c2=O)c(C)c1
→ -1	4
COc1ccc(-c2nnn(CC(=O)Nc3ccccc3Cl)n2)cc1
→ 1&0	15&1
CN(CC(=O)N1CCCCCC1)S(=O)(=O)c1ccc2[nH]c3c(c2c1)CCCC3
→ -7	14
CCN1CCN(S(=O)(=O)c2ccc([N+](=O)[O-])cc2)CC1
→ -1	1
O=C(c1ccc(Br)cc1)N1CCN(c2ccc([N+](=O)[O-])cc2)CC1
→ 2	4
C(=C\c1ccccc1)/CN1CCN(Cc2c[nH]c3ccccc23)CC1
→ -1	28
CC(C)(CO)NC(=O)C12CC3CC(CC(Br)(C3)C1)C2
→ 1	-4
O=C(Nc1ccc2c(c1)OCCO2)C1CCCN(C(=O)c2cccc(C(F)(F)F)c2)C1 (stereo not drawn)
→ -7	30
Cc1cccc(-n2nc3c(c2NC(=O)c2ccc([N+](=O)[O-])cc2)CSC3)c1C
→ -1	4
O=C(NCCN1CCOCC1)C(=O)Nc1ccccc1
→ 2	0
Cc1[nH]nc2c1C(c1ccccc1OCc1ccccc1)CC(=O)N2 (stereo not drawn)
→ -4	16
CCCCCC1NC(=O)NC1CCCCCC(=O)O (stereo not drawn)
→ 0	-4&2

The last 6 compounds of the section above lead into the next:
Every second line gives: Pf apPOL block	mHTT-CaM PPI inh
CC(C)(CO)NC(=O)C12CC3CC(CC(Br)(C3)C1)C2
→ 1	-4
O=C(Nc1ccc2c(c1)OCCO2)C1CCCN(C(=O)c2cccc(C(F)(F)F)c2)C1 (stereo not drawn)
→ -7	30
Cc1cccc(-n2nc3c(c2NC(=O)c2ccc([N+](=O)[O-])cc2)CSC3)c1C
→ -1	4
O=C(NCCN1CCOCC1)C(=O)Nc1ccccc1
→ 2	0
Cc1[nH]nc2c1C(c1ccccc1OCc1ccccc1)CC(=O)N2 (stereo not drawn)
→ -4	16
CCCCCC1NC(=O)NC1CCCCCC(=O)O (stereo not drawn)
→ 0	-4&2
Cc1cc(OCC(=O)Nc2ccc(-c3nc4ncccc4o3)cc2)cc(C)c1Cl
→ -1	-7
COc1cccc(OC)c1OCC(O)CN1CCN(c2ccccc2F)CC1 (stereo not drawn)
→ -4	5
COc1cccc(C(C)NC(=O)c2cccc(OC)c2OC)c1 (stereo not drawn)
→ -1	1
CN(Cc1ccccc1)C(=O)C1CCN(c2ccc(Cl)cc2)C1=O (stereo not drawn)
→ -1	-2
COc1ccc(CSc2nnc(C)n2N)cc1[N+](=O)[O-]
→ -30	-1
Cc1c(Cl)cccc1S(=O)(=O)N1CCCC(C)(C(=O)NCc2ccc(F)cc2)C1 (stereo not drawn)
→ 0	86*
Cc1ccc(C)c(C(=O)N2CCC(COc3ccc(C(=O)N4CCOCC4)cc3)CC2)c1
→ -4	12
CCOC(=O)CC1(NC(=O)N2CCCC2c2ccccc2C)CCCCC1 (stereo not drawn)
→ -7	2
CC12CCC(=O)N1c1ccccc1C(=O)N2c1ccccc1 (stereo not drawn)
→ 0	0

Bioassay records as filed in PubChem BioAssay.

Hits appear at their usual frequency; any-hit rate near 3.5%.
